Screens deposited in PubChem by several laboratories.
S1P2 ag: S1P2 receptor agonists, primary screen, cell-based | S1P2-expressing cell line, agonist reporter read-out | 97,000 tested, 0.46% active | activation, % at 4.5 µM | Sphingosine 1-phosphate receptor 2 (Homo sapiens), O95136; in the data active means activation above about 16%;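 further: 0% = vehicle low control and 100% = maximal reference agonist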
Target sequence (O95136 whole entry, looked up): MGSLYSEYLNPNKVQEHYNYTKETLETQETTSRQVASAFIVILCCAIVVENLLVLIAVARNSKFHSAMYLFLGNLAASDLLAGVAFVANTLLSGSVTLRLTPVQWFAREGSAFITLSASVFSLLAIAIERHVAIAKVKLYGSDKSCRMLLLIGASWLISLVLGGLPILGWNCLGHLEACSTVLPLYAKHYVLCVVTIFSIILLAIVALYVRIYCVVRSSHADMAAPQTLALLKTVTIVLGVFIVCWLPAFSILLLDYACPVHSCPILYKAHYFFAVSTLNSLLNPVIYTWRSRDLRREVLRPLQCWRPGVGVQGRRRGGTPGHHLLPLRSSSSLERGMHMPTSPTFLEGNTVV
Fibroblast inh: antiproliferative effect on LL 47 fibroblasts – human, LL 47 cells, CellTiter-Glo luminescence, primary screen; LL 47 human lung fibroblast viability, ATP luminescence; hits give low values; viability, % at 10 µM; 85,000 tested, 1.1% active; AID 719, 2007;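 active means viability at or below 50% in the single dose screen; inactive means viability above 50%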;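 further: compound exposure lasted 72 h before the ATP readout; 100% = median luminescence of untreated cell-only wells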
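Material: Human LL 47 lung fibroblast cells | Input: 1,150 cells/well | Buffer or medium: IMEM plus 15% FBS | Compound dosing: 0.1% DMSO in all compound wells | Times: Overnight cell rest, 72 h compound treatment at 37 °C | Signal: CellTiter-Glo luminescence measuring cellular ATP | Measure: % viability versus median cells-only luminescence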
S1P2 blocker: human S1P2 receptor antagonists, primary screen, cell-based. Sphingosine 1-phosphate receptor 2 (Homo sapiens), O95136. inhibition, % at 5 µM. 97,000 tested, 0.21% active. cell-based S1P2 antagonist assay, inhibition at 5 uM; in the data active means inhibition above about 45%;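 further: CRE beta-lactamase reporter cells expressing human S1P2 stimulated with S1P; 0% = agonist at EC80 alone and 100% = agonist plus reference antagonist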
PostGolgi ctrl: growth inhibition of yeast control strain, primary screen, counter-screen for post-Golgi transport modulator project; AID 738, 2007; 98,000 tested, 5% active; inhibition, % at 10 µM; efflux-deficient yeast background strain, growth absorbance A615, 16 h; in the data active means inhibition above about 30%
sEH act: soluble epoxide hydrolase activators, primary screen, biochemical, human sEH. Bifunctional epoxide hydrolase 2 (Homo sapiens), P34913. purified human sEH enzymatic activity, activator screen. activation, % at 2 µM. 91,000 tested, 0.04% active. AID 717, 2007; in the data active means activation above about 37%; further: values of inactives mirror those of a sister screen read the other way
Target sequence (P34913 whole entry, looked up): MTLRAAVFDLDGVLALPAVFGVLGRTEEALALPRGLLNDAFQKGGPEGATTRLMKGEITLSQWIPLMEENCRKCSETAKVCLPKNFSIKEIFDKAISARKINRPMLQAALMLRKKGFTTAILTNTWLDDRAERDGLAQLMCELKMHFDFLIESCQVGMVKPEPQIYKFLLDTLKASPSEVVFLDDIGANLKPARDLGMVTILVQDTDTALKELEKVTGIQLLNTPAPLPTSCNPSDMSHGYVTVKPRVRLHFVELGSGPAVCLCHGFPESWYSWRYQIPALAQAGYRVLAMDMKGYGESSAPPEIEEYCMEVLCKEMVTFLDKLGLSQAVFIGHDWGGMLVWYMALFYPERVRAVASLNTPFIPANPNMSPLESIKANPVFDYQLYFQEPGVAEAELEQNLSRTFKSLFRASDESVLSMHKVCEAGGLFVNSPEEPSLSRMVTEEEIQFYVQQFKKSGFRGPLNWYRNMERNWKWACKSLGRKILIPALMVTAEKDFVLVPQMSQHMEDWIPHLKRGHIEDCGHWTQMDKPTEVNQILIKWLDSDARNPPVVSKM
H69AR inhibit: proliferation blockers of H69AR lung cancer cells, primary screen, cell-based, human, 86K library; 85,000 tested, 6% active; viability, % at 10 µM; H69AR lung tumor viability, ATP luminescence, 72 h; hits give low values;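 active means viability at or below 40%; inactive means viability above 40%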;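 further: multidrug resistant small cell line overexpressing MRP-1 efflux transporter; 100% = mean luminescence of untreated control wells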
HUVEC prolif 384: inhibitors of HUVEC proliferation, primary screen, cell-based, 384-well. CellTiter-Glo luminescence, 72 h; hits give low values. viability, % at 10 µM (by protocol). 86,000 tested, 1.1% active. AID 648, 2007;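 active means viability at or below 30%; inactive means viability above 30%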;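 further: 100% = median luminescence of DMSO-only cell control wells on each plate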
PTPN22 act: LYP phosphatase activators, primary screen, biochemical, DiFMUP fluorescence, 2 µM | Tyrosine-protein phosphatase non-receptor type 22 (Homo sapiens), Q9Y2R2 | recombinant LYP; 0 = plate median, 100 = signal doubled | activation, % at 2 µM | 96,000 tested, 0.11% active | AID 697, 2007;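 active means activation at 2 µM above a set limit, the mean plus 5 SD, cut at about 37% in these data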
sEH inh: soluble epoxide hydrolase inhibitors, primary screen, biochemical, human sEH | Bifunctional epoxide hydrolase 2 (Homo sapiens), P34913 | recombinant human sEH enzymatic activity assay | 91,000 tested, 0.34% active | inhibition, % at 2 µM; in the data active means inhibition above about 80%; further: values of inactives mirror those of a sister screen read the other way; many of its hits are not listed in these tables
* marks the source's active call; other numbers are inactive results; · = no result given. This is a subset. The share of hits here may be higher or lower than overall.

structure	HUVEC prolif 384	Fibroblast inh	H69AR inhibit	PTPN22 act	sEH act	S1P2 ag	PostGolgi ctrl	sEH inh	S1P2 blocker
O=C(CN1CCSCC1)N/N=C/c1ccccc1F	101	104	96	0	-11	-1	12	13	-14
COCC(C)NCc1cccc(C)c1 (configuration not stated)	96	94	90	-9	4	-5	-1	-1	6
O=C(Nc1cccc2cccc(NC(=O)c3ccco3)c12)c1ccco1	92	96	88	-2	1	-1	-1	3	-16
O=C(CSc1n[nH]c(-c2cccs2)n1)NCc1ccc2c(c1)OCO2	81	97	86	-3	7	-7	1	-8	16
CCCN1C(=O)C(O)(C2CC(=O)CC(C)(C)O2)c2ccccc21 (configuration not stated)	88	76	23*	-3	7	-8	-2	-8	-17
O=C(CNCC1CCCO1)N1CCCc2ccccc21 (configuration not stated)	97	100	91	-6	·	-5	-7	·	18
COC(=O)c1ccc(NC(=O)CSc2nc(C)cc(=O)[nH]2)cc1	87	102	101	0	0	-7	3	-2	-12
O=C(O)CN1C(=O)C2C3C=CC(C3)C2C1=O (configuration not stated)	98	108	100	·	·	·	0	·	·
O=C(Nc1ccccc1-c1nnn(CC(=O)N2CCN(c3ccccc3)CC2)n1)c1cccs1	80	107	70	1	2	-2	20	-4	10
COc1ccc(CNC(=O)C2CC(c3cccc(OC)c3)=NO2)cc1 (configuration not stated)	90	105	90	4	-17	-4	-9	16	-16
COC(=O)C(=O)Nc1nnc(COc2ccccc2)s1	94	100	92	11	10	-7	10	-8	5
CCOC(=O)c1cccc(NC(=O)CSc2nc3cccnc3n2C)c1	97	101	82	17	·	-1	25	·	-15
CC(=O)Oc1ccc2cc(-c3nc4ccccc4n3C)c(=O)oc2c1	·	·	·	3	15	38*	4	-13	15
COc1cccc(C(=O)NCc2ccc(-c3nc4ccccc4s3)cc2)c1	·	·	·	2	-3	-2	3	5	-13
CCOC(=O)CC1=Nc2ccccc2NC(=O)C1	96	103	103	-9	-6	-2	12	6	10
Cc1nc2ccccc2n1CC(=O)N/N=C\c1ccccn1	·	·	·	1	-12	-5	4	13	15
CCOC(=O)C(NC(=O)c1ccccc1)(Nc1nnc(C)s1)C(F)(F)F (configuration not stated)	89	101	88	-3	-3	0	·	4	-5
Oc1ccccc1C(=S)N1CCCCCC1	89	98	103	2	0	-5	5	0	15
CC(C)Cc1nc(N2CCOCC2)c(C#N)c2c1COC(C)(C)C2	99	90	64	3	-2	-5	19	4	-26
O=C(CN1CCN(c2ccccc2F)CC1)Nc1ccccc1F	97	95	95	7	-7	-2	20	11	23
Cc1ccc(CNc2nc(C)nc3sc4c(c23)CCC4)cc1	103	96	76	6	-15	-6	4	14	14
O=C(c1ccccc1)c1nc[nH]c1C(=O)Nc1ccccn1	116	108	60	3	-16	-2	-2	13	-8
COc1ccc(NC(=O)CSc2nnc(Cc3cccs3)n2-c2ccc(C)cc2)cc1	88	92	40	-1	-16	-3	15	13	-13
Cc1ccccc1NS(=O)(=O)c1ccc(OCC(=O)N2CCCCC2)cc1	98	105	93	-5	-10	-4	-4	12	-4
[N-]=[N+]=CC(=O)CCCN1C(=O)c2ccccc2C1=O	98	105	93	-7	-3	-1	1	4	-10

Quoted at random: 3 entries already listed
structure	HUVEC prolif 384	Fibroblast inh	H69AR inhibit	PTPN22 act	sEH act	S1P2 ag	PostGolgi ctrl	sEH inh	S1P2 blocker
CC(C)Cc1nc(N2CCOCC2)c(C#N)c2c1COC(C)(C)C2	99	90	64	3	-2	-5	19	4	-26
Cc1ccccc1NS(=O)(=O)c1ccc(OCC(=O)N2CCCCC2)cc1	98	105	93	-5	-10	-4	-4	12	-4
O=C(CN1CCSCC1)N/N=C/c1ccccc1F	101	104	96	0	-11	-1	12	13	-14

Next results
structure	HUVEC prolif 384	Fibroblast inh	H69AR inhibit	PTPN22 act	sEH act	S1P2 ag	PostGolgi ctrl	sEH inh	S1P2 blocker
CCCN(Cc1cc2ccc(C)cc2[nH]c1=O)C(=O)c1ccccn1	103	105	82	21	-5	-3	-11	5	-11
N/C(Cc1ccc(Cl)cc1)=N\OC(=O)c1ccccc1	76	93	82	0	13	-2	45*	-14	-7
Nc1nonc1-c1noc(-c2ccccc2Br)n1	65	98	94	4	8	-6	14	-5	-9
CC(=O)Oc1ccc2oc(C)c(C(=O)N3CCOCC3)c2c1	95	97	103	3	12	-2	2	-10	-20
COc1ccc(C(c2nnnn2C2CCCC2)N2CCN(C3CCCC3)CC2)cc1OC (configuration not stated)	111	98	75	4	0	-4	3	3	2
CCn1c2ccccc2c2cc(NC(=O)C(C)Oc3ccc(OC)cc3)ccc21 (configuration not stated)	·	·	·	4	-3	-1	18	3	8
Cc1ccc(NC(=O)CSc2nc3c(c(=O)[nH]2)CCC3)cc1C	90	97	79	3	·	-3	2	·	-12
CCCn1c(SCC(=O)Nc2cccc(C)n2)nnc1-c1ccco1	99	99	83	9	2	-2	1	-2	3
COc1ccc2nc(NC3=NCCC3)sc2c1	103	107	97	-9	7	-5	4	-4	-2
COC(=O)C(=O)/C=C(\O)c1ccc(C)cc1	·	·	·	-13	9	-7	1	-7	15
CCN(CC(O)Cn1c2ccccc2c2ccccc21)S(=O)(=O)c1ccc(C)cc1 (configuration not stated)	27*	102	27*	-1	-1	-7	55*	0	3
Cc1nc(C)c(C(=O)C2=C(O)C(=O)N(CCCn3ccnc3)C2c2ccccc2)s1 (configuration not stated)	·	·	·	-8	25	-8	6	-22	6
COc1nc(NCCN2CCOCC2)nc(Nc2ccccc2)n1	101	96	93	0	4	-2	-2	-5	11
COc1ccc(C(=O)Nc2nc(-c3ccc([N+](=O)[O-])cc3)c(-c3ccccc3)s2)cc1	·	·	·	9	6	-3	·	-3	9
COc1ccc(-c2nn(-c3ccccc3)cc2C(=O)Nc2nc(CC(C)=O)ns2)cc1	91	102	86	-6	11	-3	7	-12	-4
O=C(Nc1ccc2nc(-c3cccs3)c(-c3cccs3)nc2c1)N1CCOCC1	65	93	48	10	-11	0	5	9	3
CCC(=O)Nc1ccc(N2CCN(Cc3ccccc3)CC2)cc1	108	102	98	1	26	-4	3	-26	-20
COC(=O)C(C)Sc1nc2c(c(=O)n1-c1ccccc1)SCC2 (configuration not stated)	90	106	71	·	·	·	11	·	·
CCCCNc1ncnc2c1cnn2-c1ccc(Cl)cc1	60	59	19*	·	·	·	35*	·	·
CCCCc1[nH]c(=O)c(C#N)c2c1CSC(C)(C)C2	101	102	83	7	·	-6	16	·	-6
Cc1cc(C)c(C(=O)COC(=O)[C@H](C)Nc2ccc(C(F)(F)F)cc2[N+](=O)[O-])c(C)c1	·	·	·	1	4	-1	5	-2	-29
COc1ccc(N(CC(=O)NCc2cccc(OC)c2)S(=O)(=O)c2c(C)noc2C)cc1	94	100	89	-1	·	-3	12	·	15
CCOC(=O)CSc1nc(N)c(C(=O)Nc2ccc(N(C)C)cc2)s1	84	77	77	1	·	-5	-6	·	-1
Cc1n[nH]c(C)c1S(=O)(=O)NCCc1ccc(Cl)cc1	102	103	106	-5	-5	-2	9	6	9
Cc1oc(-c2ccccc2)cc1C(N)=O	77	103	94	12	-2	0	3	1	4
Cc1ccc(C(=O)n2nc(-c3ccco3)nc2N)cc1	102	94	96	-28	-5	-6	8	3	11
O=S(=O)(c1ccc(Cl)cc1)n1ccc(-c2cccc(OCc3c(F)cccc3Cl)c2)n1	·	·	·	-2	6	-5	1	-3	16
Cc1cc(C)c(NC(=O)c2ccccc2CCc2ccccc2)c(C)c1	·	·	·	-2	-1	-2	16	3	7
CC(C)CC(NC(=O)c1ccccc1)C(=O)OCC(=O)Nc1ccc(Br)cn1 (configuration not stated)	·	·	·	4	-4	-2	5	3	-4
CCOC(=O)c1c(C)[nH]c(C)c1C(=O)COC(=O)c1cccc(S(=O)(=O)N(CC)CC)c1	95	95	70	-1	1	-5	5	1	14
O=C(Nc1nccs1)c1ccc(COc2ccc(F)cc2)o1	·	·	·	0	-11	1	-5	11	-3
N#CCc1nc2n(n1)Cc1ccccc1-2	99	102	92	-12	4	-9	-2	-2	6
CCCCNC(=O)c1ccc2c(=O)n(CCCOCC)c(=S)[nH]c2c1	82	104	94	-9	-76	-10	2	77	-10
CCC(=O)Nc1nnc(SCC(=O)Nc2ccc(F)cc2)s1	94	92	99	-2	14	-5	28	-13	7
O=C(COc1nsnc1N1CCOCC1)N1CCOCC1	100	99	104	-6	-10	-9	-3	11	21
COc1ccc(OC)c2c1CC(C)(C)NC2=O	102	97	91	·	·	·	8	·	·
CCCc1nc2ccccc2c(C(=O)OCC(=O)c2ccc3c(c2)NC(=O)CO3)c1CC	78	94	43	4	4	-2	2	-4	-13
CCn1cc(C2=NOC(C(=O)Nc3ccccc3C(=O)OC)C2)c(C)n1 (configuration not stated)	96	93	90	-12	·	-1	12	·	-12
O=C(COC(=O)c1cc(S(=O)(=O)N2CCOCC2)ccc1Cl)Nc1ccc2c(c1)OCO2	91	100	90	·	·	·	14	·	·
CCN1CCN(c2ncnc3c2cnn3-c2ccccc2)CC1	98	103	88	-7	-15	-6	14	17	-23
CN(C)c1ccc(N/C=C/C(=O)c2ccco2)cc1	72	107	65	-1	18	-10	-1	-18	8
C/C(N)=C(/C#N)C(=O)CSc1nnc(-c2ccc(OC(F)F)cc2)o1	86	95	91	-2	7	0	6	-5	-9
CCNc1ccc(C(=O)OCC)cc1NC(=O)c1cc(S(=O)(=O)N2CCOCC2)ccc1C	88	96	90	4	-1	-6	-1	2	6
O=C(c1ccco1)N1CCN(c2nc(C3CC3)nc3c2nnn3Cc2ccccc2Cl)CC1	87	97	53	-10	10	-3	·	-10	-32
CCN(C(=O)c1cn(CC)c(=O)c2cc(OC)c(OC)cc12)c1ccccc1C	89	91	65	-2	·	-4	16	·	13
CCN(CCCNC(=O)CN(C)S(=O)(=O)c1cccc2nsnc12)c1cccc(C)c1	92	112	83	6	·	-5	10	·	-11
Cc1cc(NS(=O)(=O)c2ccc(NC(=O)C(C(C)C)N3C(=O)c4ccccc4C3=O)cc2)nc(C)n1 (configuration not stated)	99	102	99	-10	-2	-8	-3	2	12
O=C(Nc1nccs1)c1cccc(NC(=O)C2CC2)c1	103	111	91	9	5	-3	1	0	-11
COc1ccc(NC(=O)c2ccc(CN3CCN(c4ccccc4)CC3)cc2)cc1OC	·	·	·	3	-9	-1	0	7	7
CCN(CC)CCCNC(=O)c1cn(CCOC)c(=O)c2c1c1ccccc1n2C	93	93	81	1	-6	-3	13	5	7

Other records.
structure	HUVEC prolif 384	Fibroblast inh	H69AR inhibit	PTPN22 act	sEH act	S1P2 ag	PostGolgi ctrl	sEH inh	S1P2 blocker
COc1ccc(OC)c(C2CC(=O)N3CN(c4ccccc4)CSC3=C2C#N)c1 (configuration not stated)	86	102	94	-5	-6	-5	7	5	-5
Cc1ccc(NCN2C(=O)C3C4CCC(C4)C3C2=O)cc1 (configuration not stated)	·	·	·	-7	-4	-1	22	6	-24
COC(=O)C1=C(C)N(C)C(C)=C(C(=O)OC)C1c1ccsc1	86	96	95	2	5	-4	14	-4	12
CCn1c(SCC(=O)Nc2nc(-c3ccc(C)cc3)cs2)nnc1-c1ccccc1	101	99	60	-5	8	-5	-1	-11	-25
